zfTRPN1 agonist: zebrafish TRPN1 channel agonists, primary screen, cell-based, HEK293, calcium fluorescence | transient receptor potential cation channel N1 (TRPN1/NompC), Danio rerio | HEK293 zebrafish TRPN1-YFP, Fluo-8 calcium fluorescence; 100% = response to 87 µM carbachol | activation, % at 3 µM | 0.18% of 220,000 active | AID 1424, 2008;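 active = activation above its plate's cutoff, the mean activation of test wells on that plate plus 3 SD, cut at about 19% in these data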;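 also: 0% = DMSO alone and 100% = 87 µM carbachol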
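Assay system: Zebrafish TRPN1-YFP in HEK293 cells | Incubation: Dye loading 1 h at 37 °C, then 30 min room temperature | Measured by: Kinetic Fluo-8 fluorescence, ex 470-495, em 515-575 nm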
EP2 antag: human EP2 receptor antagonists, primary screen, TR-FRET cAMP, C6 glioma cells; inhibition, % at 25 µM; Prostaglandin E2 receptor EP2 subtype (Homo sapiens), P43116; C6 glioma cells expressing human EP2; cells stimulated with saturating PGE2; 0.52% of 260,000 active;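 active = percent inhibition above 40 after rounding to a whole number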;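 also: rat C6 glioma host cells with rolipram phosphodiesterase inhibitor present; the protocol text gives 20 µM as final concentration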
Target sequence (P43116 whole entry, looked up): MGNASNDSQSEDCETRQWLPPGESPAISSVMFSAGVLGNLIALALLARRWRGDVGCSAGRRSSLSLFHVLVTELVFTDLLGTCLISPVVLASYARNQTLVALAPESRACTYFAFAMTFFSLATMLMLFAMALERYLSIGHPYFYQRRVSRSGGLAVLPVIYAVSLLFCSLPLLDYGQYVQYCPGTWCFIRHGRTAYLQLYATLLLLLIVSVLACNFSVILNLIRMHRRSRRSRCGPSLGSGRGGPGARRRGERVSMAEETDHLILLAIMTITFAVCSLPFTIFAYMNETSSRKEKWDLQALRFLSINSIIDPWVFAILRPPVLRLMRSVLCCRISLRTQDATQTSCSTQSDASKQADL
14-3-3 Bad PPI: inhibitors of 14-3-3 zeta/Bad binding, primary screen, biochemical, TR-FRET, bovine 14-3-3 zeta | 14-3-3 protein zeta/delta (Bos taurus), P63103 | 0.71% of 220,000 active | inhibition, % at 21.7 µM | TR-FRET 14-3-3zeta/Dy647-pBad peptide displacement, 1 h;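 active = inhibition above about 70%, limit read from the data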;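 also: 0% = full 14-3-3 plus peptide FRET controls and 100% = background without 14-3-3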
Target sequence (P63103 whole entry, looked up): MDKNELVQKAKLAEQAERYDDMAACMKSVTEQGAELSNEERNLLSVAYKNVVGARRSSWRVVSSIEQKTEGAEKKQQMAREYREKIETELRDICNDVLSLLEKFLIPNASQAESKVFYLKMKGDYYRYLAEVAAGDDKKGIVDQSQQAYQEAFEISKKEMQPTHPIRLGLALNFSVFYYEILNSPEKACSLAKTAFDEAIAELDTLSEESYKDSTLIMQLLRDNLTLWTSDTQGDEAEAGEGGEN
NPY-Y1 PAM-ag: NPY-Y1 receptor potentiators or agonists, primary screen, cell-based; Neuropeptide Y receptor type 1 (Homo sapiens), P25929; NPY-Y1 expressing cells, potentiator/agonist activation; activation, % at 3.6 µM; 0.37% of 220,000 active; AID 1304, 2008; in the data active = activation above about 33%, passing the limit was not always enough;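 also: cells stimulated with NPY at EC10 then isoproterenol at EC100; 0% = low agonist plus stimulus and 100% = saturating agonist plus stimulus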
Target sequence (P25929 whole entry, looked up): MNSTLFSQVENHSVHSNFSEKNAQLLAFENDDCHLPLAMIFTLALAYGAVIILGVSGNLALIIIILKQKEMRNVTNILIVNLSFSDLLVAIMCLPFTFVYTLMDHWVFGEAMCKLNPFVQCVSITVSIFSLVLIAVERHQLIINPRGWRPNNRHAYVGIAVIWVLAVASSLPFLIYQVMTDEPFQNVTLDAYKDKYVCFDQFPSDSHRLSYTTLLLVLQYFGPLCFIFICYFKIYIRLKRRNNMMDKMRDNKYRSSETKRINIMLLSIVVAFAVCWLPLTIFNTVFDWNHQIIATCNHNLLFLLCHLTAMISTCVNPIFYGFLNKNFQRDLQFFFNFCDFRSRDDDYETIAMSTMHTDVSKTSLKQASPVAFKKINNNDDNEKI
PPC-1+TRAIL kill: compounds killing PPC-1 cancer cells with TRAIL present, primary screen, TRAIL potentiator project, ATPLite luminescence, uHTS; PPC-1 cells + TRAIL, ATPLite viability luminescence; cell killing (% activity), % at 4 µM; 0.41% of 220,000 active;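 active = cell killing above 50% in the first pass at 4 µM, then a duplicate retest at 5 µM averaging 50% or more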;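 also: plate controls were cells with TRAIL plus DMSO for no effect and medium-only wells lacking cells for full effect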
TRPML3 agonist: human TRPML3 channel agonists, primary screen, cell-based, HEK293 TRPML3-YFP, Fluo-8 calcium fluorescence, 3 µM. Mucolipin-3 (Homo sapiens), Q8TDD5. activation, % at 3 µM. 0.29% of 220,000 active. 100% = the carbachol control signal;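 active = activation above its plate's cutoff, the mean activation of the plate's test wells plus 3 SD, cut at about 12% in these data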;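 also: 0% = DMSO only wells and 100% = carbachol wells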
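system = HEK293 cells stably carrying human TRPML3-YFP | doses = one concentration, 3 µM nominal, 0.3% DMSO | timing = dye loading 1 h 37 °C then 30 min ambient, 125 s read | detection = Fluo-8 calcium dye fluorescence, ex 470-495, em 515-575 nm | benchmarks = high control carbachol 87 µM, low control DMSO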
NPY-Y1 antag: NPY-Y1 receptor antagonists, primary screen, cell-based; Neuropeptide Y receptor type 1 (Homo sapiens), P25929; HEK293-CNG Y1 cells, membrane potential fluorescence; NPY at EC95, then isoproterenol; inhibition, % at 3.6 µM; 1% of 200,000 active; AID 1040, 2008;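 active = inhibition above the campaign mean inhibition of all tested compounds plus 3 SD, cut at about 20% in these data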;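 also: 0% = DMSO wells given NPY plus isoproterenol and 100% = isoproterenol alone without NPY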
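Assay system: HEK293 cells with Y1 receptor plus CNG channel | Probe or stimulus: NPY (25 nM), isoproterenol (1 µM), Ro 20-1724 (25 µM) | Timing: Compound incubation 1 h at room temperature, readout 45 min post-stimulation | Measured by: Membrane-potential fluorescent dye readout | Benchmarks: High control isoproterenol alone, low control NPY with isoproterenol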
CHOP inhibitor: inhibitors of CHOP promoter induction, primary screen, cell-based, unfolded protein response, luciferase reporter; CHO-K1 CHOP-promoter luciferase, tunicamycin-induced, 15-18 h; AID 2732, 2010; inhibition, % at 10 µM; 3.8% of 220,000 active;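 active = compounds that reduced the stress-induced luciferase reporter signal by more than about 70% of percent inhibition, limit read from the data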;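 also: 0% = tunicamycin plus vehicle and 100% = wells without tunicamycin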
EP2 mod: EP2 receptor modulators, cAMP readout, primary screen, cell-based, HTRF cAMP, PGE2 stimulation. AID 940, 2007. Prostaglandin E2 receptor EP2 subtype (Homo sapiens), P43116. induction, % at 25 µM. 0.83% of 260,000 active. EP2-expressing cells, cAMP HTRF FRET, PGE2 co-stimulation;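 active = compounds whose cAMP rise, as percent of the full-agonist control response, exceeds 60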;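 also: rat C6 glioma line stably carrying human EP2 under a CMV promoter; the protocol text gives 20 µM as final concentration; 100% = response of wells given 1 µM PGE2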
* hit, by the source's call; / = no result given; & = joins results of further samples; [ ] = another dose, or the depositor's remark.

SMILES	zfTRPN1 agonist	EP2 antag	14-3-3 Bad PPI	NPY-Y1 PAM-ag	PPC-1+TRAIL kill	TRPML3 agonist	NPY-Y1 antag	CHOP inhibitor	EP2 mod
O=C(CN1CCN(c2ccccc2)CC1)Nc1ccccc1Sc1ccccc1	0.6	9	-6	5	15	1.6	15	27	24
COc1ccc(/C=N/NC(=O)Cc2cccs2)cc1	-0.7	13	2	5	15	0.3	/	-24	-18
O=[N+]([O-])c1ccc(Sc2cc[n+]([O-])c3ccccc23)c([N+](=O)[O-])c1	0.7	7	1	14	11	0.7	/	-49	-12
NC(=S)Nc1ccc2cn[nH]c2c1	0.7	9	-14	20	35	1.0	-4	22	31
COc1ccc(Cn2nnnc2C(c2ccc(N(C)C)cc2)N2CCC(C(N)=O)CC2)cc1 (configuration not stated)	0.0	4	-20	2	18	-0.4	3	16	23
CCCC(=O)Nc1cc(-c2nn(C)c(=O)c3ccccc23)ccc1OC	-0.3	2	-10	5	13	0.0	-1	-3	-1
CCC(C)(C)NC(=O)C(c1ccc(C)cc1)N(Cc1cccs1)C(=O)c1ccc2c(c1)OCCO2 (configuration not stated)	0.1	/	-4	3	16	-0.7	8	47	41
CCCNC(=O)OC[C@H]1O[C@H](CCO/N=C(\C)CCN2CCc3nc(-c4ccccc4)c(-c4ccccc4)cc3C2)C=C[C@@H]1Oc1ccc(OC)cc1	-0.3	/	7[fluorescence artefact?]	-40	8	-0.2	14	29	39
CCN1CCN(c2nc(Nc3ccc(NC(C)=O)cc3)nc(Nc3ccc(NC(C)=O)cc3)n2)CC1	0.9	4	1	7	28	0.5	/	-18	-5
Cc1n[nH]c(=O)nc1NCc1ccccc1	0.7	5	-3	-3	10	0.5	2	-12	35
COc1ccccc1CNC(=O)c1cc(=O)c2ccccc2o1	0.5	3	-3	1	30	0.8	-5	8	-68
Cc1cc(=O)n2c(n1)OC(CO)C2 (configuration not stated)	0.6	4	3	-12	24	-0.1	-6	15	4
O=C(CSc1ccc(-c2cccc([N+](=O)[O-])c2)nn1)N1CCCCC1	1.0	15	-28	13	17	0.7	1	-9	-2
COC(=O)c1ccc(NC(=O)c2ccc(CN3CCOCC3)cc2)cc1	7.2	7	-10	-2	23	4.2	-10	-8	-9
Cc1ccc(/C(N)=N/OC(=O)CCC2CCCC2)cc1	0.4	17	-12	-5	3	0.9	3	17	19
Cc1ccc(C(=O)N2CCN(c3ccc(NC(=O)COc4ccccc4C)cc3)CC2)cc1	1.2	4	2	31	12	1.2	-10	25	-16
O=C(Cn1nnc2ccccc21)N1CCCCC1	-0.1	8&8	10	23	-14	0.0	1	15	-15&5
Cn1cnc([N+](=O)[O-])c1SCC(O)CCl (configuration not stated)	0.6	7	-2	-2	11	1.0	2	6	10
CN(c1ncc(C(F)(F)F)cc1Cl)N1C(=O)c2cccc([N+](=O)[O-])c2C1=O	-0.7	5	5	-3	12	0.3	4	-27	-24
CCn1c(=O)cc(SCC(=O)NCCCN2CCN(c3ccccc3F)CC2)c2ccccc21	-1.5	11	9	-32	11	-0.4	5	14	57
COc1ccc(CCn2c(-n3nc(C)cc3C)nc3c2c(=O)[nH]c(=O)n3C)cc1	0.3	14	/	5	/	0.0	-1	/	/
O=C(c1ccc(F)cc1)C(CCCCCC(CN1CCOCC1)C(=O)c1ccc(F)cc1)CN1CCOCC1 (configuration not stated)	-0.9	9	70*	-12	15	0.2	8	42	37
COCC(=O)Nc1c(C(=O)Nc2cccc(OC)c2)oc2ccccc12	-0.4	6	-1	-8	17	-0.1	-1	8	-22
CC(=O)c1ccc(NC(=O)c2cc3nc4c(c(C(F)(F)F)n3n2)CCCC4)cc1	-1.9	/	0	-3	4	0.2	-5	13	-45
Cc1nc(C)c(C(=O)NCc2ccc(Cl)cc2)o1	2.1	6	13[fluorescence artefact?]	-4	0	0.3	-1	54	0
COc1ccc(C(=O)NCc2csc(-c3cccs3)n2)cc1	-0.8	14	-3	4	20	-0.8	/	12	-65
Cc1cc(O)cc(=O)n1Cc1ccco1	0.8	6	5[fluorescence artefact?]	11	-5	-0.3	-8	32	11
CC(C)(C)OC(=O)NCCCCCc1nnc(SCC(N)=O)o1	2.1	10	6	-3	4	1.1	0	4	11
CCOc1ccc(-n2c(C)nc3cc(C(=O)NCCCN4CCOCC4)ccc32)cc1	0.7	9	-11	-3	23	0.8	-1	4	-1
COc1cc(/C=N/N2CCN(c3ccccc3OC)CC2)ccc1O	0.9	9	-7	-7	4	0.1	5	-51	-6
Cc1nc(N)c(C#N)c(-c2ccccc2)c1C	-1.8	10&3	0	13	3	-0.3	-3	22	28&23
CC(C)Cc1nnc(NC(=O)CCC(=O)Nc2ccc3cn[nH]c3c2)s1	2.0	5	0	4	-4	0.6	/	-21	16
CN1CCCN(C2C3CC4CC(C3)CC2C4)CC1 (configuration not stated)	1.5	/	50	5	-16	0.6	4	-7	4
Cc1nc(-n2nnc3ccccc32)c2c3c(sc2n1)CCCC3	-1.4	0	-4	-23	15	-0.2	15	70	61*
CCCCCCn1nc(C(=O)OCC(=O)c2c(N)n(C)c(=O)n(C)c2=O)c2ccccc2c1=O	1.9	1	-15	-11	-4	0.9	-4	61	-20
Cc1sc(NC(=O)c2ccco2)c(C(c2ccccc2)N2CCC(C)CC2)c1C (configuration not stated)	-1.0	3	-2	18	-10	0.7	-4	47	27

A second format for part of the listing above.
> Cc1nc(C)c(C(=O)NCc2ccc(Cl)cc2)o1
  zfTRPN1 agonist: 2.1; EP2 antag: 6; 14-3-3 Bad PPI: 13[fluorescence artefact?]; NPY-Y1 PAM-ag: -4; PPC-1+TRAIL kill: 0; TRPML3 agonist: 0.3; NPY-Y1 antag: -1; CHOP inhibitor: 54; EP2 mod: 0

> COc1ccc(C(=O)NCc2csc(-c3cccs3)n2)cc1
  zfTRPN1 agonist: -0.8; EP2 antag: 14; 14-3-3 Bad PPI: -3; NPY-Y1 PAM-ag: 4; PPC-1+TRAIL kill: 20; TRPML3 agonist: -0.8; NPY-Y1 antag: /; CHOP inhibitor: 12; EP2 mod: -65

> Cc1cc(O)cc(=O)n1Cc1ccco1
  zfTRPN1 agonist: 0.8; EP2 antag: 6; 14-3-3 Bad PPI: 5[fluorescence artefact?]; NPY-Y1 PAM-ag: 11; PPC-1+TRAIL kill: -5; TRPML3 agonist: -0.3; NPY-Y1 antag: -8; CHOP inhibitor: 32; EP2 mod: 11

Additional compounds follow:
SMILES	zfTRPN1 agonist	EP2 antag	14-3-3 Bad PPI	NPY-Y1 PAM-ag	PPC-1+TRAIL kill	TRPML3 agonist	NPY-Y1 antag	CHOP inhibitor	EP2 mod
CCCCSC1(SCCCC)N=C(N)C2(C#N)C(c3ccccc3)NC(C)=C(C)C12C#N (configuration not stated)	-0.8	7	-2	7	14	0.8	1	76*	-3
O=C(NCSC1=NCCS1)c1ccccc1	0.5	8	0[fluorescence artefact?]	-7	12	1.7	1	22	-1
Cc1ccsc1/C=N/NC(=O)c1ccccn1	0.4	10	-5	4	14	0.7	-2	41	0
CCc1cccc(CC)c1NC(=S)NCc1nc2ccccc2[nH]1	-0.9	3	-10	3	16	0.2	-3	12	22
CCn1c(C)[n+](Cc2ccccc2)c2ccc(C(=O)OC)cc21	2.8	10&2	29	-9	22	0.5	0	0	-7&-4
CN(C)c1c([N+](=O)[O-])cc2[nH]c(=O)[nH]c2c1[N+](=O)[O-]	-0.5	4	14	-6	-4	-0.1	6	13	1
Cc1cc(Br)c(OCc2ccc(C(=O)N/N=C3\CC(=O)CC(C)(C)C3)cc2)c(Br)c1	0.5	2	8	28	-28	0.1	-8	91*	35
Cc1ccc(S(=O)(=O)N2CCC(C(=O)N3CCC[C@H]3C(=O)NC3CCS(=O)(=O)C3)CC2)cc1 (some centres not stated)	1.1	6	0	26	20	0.5	2	-16	-5
CCOC(=O)c1cnc2cc3c(cn2c1=O)CCCC3	0.5	/	/	18	0	0.2	-3	-12	18
COc1ccc(S(=O)(=O)N2CCCCC2)cc1NC(=O)c1ccc2c(c1)OCO2	0.7	12	-9	-4	16	0.7	0	50	5
O=c1[nH]c(=O)n(Cc2ccco2)c2c1C(C(F)(F)F)(C(F)(F)F)N=C(C1CCCCC1)N2	0.7	5	36	1	10	0.6	2	10	17
O=C(Nc1ccc2c(c1)OCO2)N1CCN(c2ccccc2)CC1	-0.4	6	-4	-5	10	0.4	-1	-5	-4

Some of these compounds in order of their number in NPY-Y1 PAM-ag, lowest first:
compound	NPY-Y1 PAM-ag
CCc1cccc(CC)c1NC(=S)NCc1nc2ccccc2[nH]1	3
COc1ccc(/C=N/NC(=O)Cc2cccs2)cc1	5
CCN1CCN(c2nc(Nc3ccc(NC(C)=O)cc3)nc(Nc3ccc(NC(C)=O)cc3)n2)CC1	7
Cc1cc(Br)c(OCc2ccc(C(=O)N/N=C3\CC(=O)CC(C)(C)C3)cc2)c(Br)c1	28

Next section:
SMILES	zfTRPN1 agonist	EP2 antag	14-3-3 Bad PPI	NPY-Y1 PAM-ag	PPC-1+TRAIL kill	TRPML3 agonist	NPY-Y1 antag	CHOP inhibitor	EP2 mod
O=C(Nc1ccon1)c1cccc(S(=O)(=O)N2CCCCCC2)c1	-0.4	2	7	-2	0	0.8	3	7	3
CCCS(=O)(=O)N1CCN(CC2CC=CCC2)CC1 (configuration not stated)	0.9	11	73*	-2	-2	1.4	1	9	24
CN(CC(=O)Nc1ccccn1)S(=O)(=O)c1ccc(Cl)cc1	-0.4	16	-7	5	5	1.1	-2	1	4
CCc1ccc2[nH]c(C(=O)Nc3ccc4c(c3)OCO4)cc2c1	0.5	14	-11	-5	7	0.7	/	52	-11

Marked active in CHOP inhibitor (from the list above):
SMILES | 14-3-3 Bad PPI | NPY-Y1 PAM-ag | TRPML3 agonist | NPY-Y1 antag | CHOP inhibitor | EP2 mod
CCCCSC1(SCCCC)N=C(N)C2(C#N)C(c3ccccc3)NC(C)=C(C)C12C#N (configuration not stated) | -2 | 7 | 0.8 | 1 | 76* | -3
Cc1cc(Br)c(OCc2ccc(C(=O)N/N=C3\CC(=O)CC(C)(C)C3)cc2)c(Br)c1 | 8 | 28 | 0.1 | -8 | 91* | 35

The list is partial, so the mix of outcomes need not match the whole.
